Source: PubChem
KDM4E inh: blocks human JMJD2E demethylase activity | Potency, µM (doses to about 57.1 µM), without a hit: at the highest dose activity change, negative = inhibition, most hits filed as inhibitors | 1.6% of 230,000 active | AID 2147 | JMJD2E catalytic domain, FDH-coupled NADH fluorescence (FDH is formaldehyde dehydrogenase); active = well fitted inhibition curve with a large enough effect, not every such curve was filed as active; inconclusive = small, poorly fitted or top-dose-only effect, or another doubt; inactive = no such curve, though single readings can be large or run the other way;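 also: 0% = wells with enzyme and -100% = buffer wells without enzyme; nearly all actives have a fitted effect of over 50% in size; many of its hits are not listed in these tables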
SMN2 splice enh: SMN2 splice variant enhancement | 2.8% of 210,000 active | AID 1458 | HEK293 SMN2-luciferase splicing reporter, luminescence, 30-36 h | Potency, µM (series often up to 46.1 µM), inactives show top-dose activity change, positive = activation, most hits filed as activators; also: % of control where 0% means no effect; nearly all actives have a fitted effect of over 55% in size
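HEK293 cells carry an SMN2 minigene-luciferase reporter in which exon 7 inclusion puts luciferase in frame. Cells were seeded at 2000 cells/well, attached for 10-12 hours, then exposed to compounds for 30-36 hours at 37C before ONE-Glo luminescence.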
RECQ1 helicase: RECQ1 (human) helicase inhibition | P46063 | RECQ1 DNA unwinding, red fluorescence kinetic read | Potency, µM (titrated, usually from 57.3 µM), inactives show at the top dose activity, negative = inhibition, usual class: inhibitors | 0.54% of 240,000 active;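 also: plate controls were vehicle for no effect and no enzyme for full effect; nearly all actives have a fitted effect of over 30% in size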
Target sequence (P46063 whole entry, looked up): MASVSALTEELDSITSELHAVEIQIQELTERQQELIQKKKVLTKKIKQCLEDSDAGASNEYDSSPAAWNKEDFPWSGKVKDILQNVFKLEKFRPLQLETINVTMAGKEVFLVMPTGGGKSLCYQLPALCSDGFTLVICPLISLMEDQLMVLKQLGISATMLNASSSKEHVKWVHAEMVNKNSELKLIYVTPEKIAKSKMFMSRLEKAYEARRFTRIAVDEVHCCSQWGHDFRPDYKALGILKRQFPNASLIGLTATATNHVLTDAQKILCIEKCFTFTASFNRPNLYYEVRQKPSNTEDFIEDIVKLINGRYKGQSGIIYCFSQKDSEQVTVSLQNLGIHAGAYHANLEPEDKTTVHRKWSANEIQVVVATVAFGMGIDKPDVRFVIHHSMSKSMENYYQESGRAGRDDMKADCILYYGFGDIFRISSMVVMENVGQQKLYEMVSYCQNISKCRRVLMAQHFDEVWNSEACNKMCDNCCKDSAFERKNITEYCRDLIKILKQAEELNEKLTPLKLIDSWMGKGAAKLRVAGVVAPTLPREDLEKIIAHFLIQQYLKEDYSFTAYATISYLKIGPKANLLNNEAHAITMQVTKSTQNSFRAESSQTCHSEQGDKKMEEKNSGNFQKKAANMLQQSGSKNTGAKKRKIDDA
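50 nM RECQ1T1 preincubated 15 min with compound in Tris pH 8.0 buffer with MgCl2, DTT, Tween-20 and 2.5 ug/ml poly(dI-dC); started with 200 nM TAMRA/BHQ-2 forked duplex and 2 mM ATP. Unwinding read as fluorescence (525/598 nm), two reads 2 h apart.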
ALDH1A1 inh: inhibitors of human aldehyde dehydrogenase 1A1 | P00352 | Purified ALDH1A1, NADH fluorescence, propionaldehyde substrate | Potency, µM (doses to about 75.3 µM), inactives show top-dose activity, negative = inhibition, hits mostly inhibitors | 7.3% of 220,000 active; active = well fitted inhibition curve with a large enough effect, not every such curve was filed as active; inconclusive = small, poorly fitted or top-dose-only effect, or another doubt; inactive = no such curve, though single readings can be large or run the other way;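 also: plate controls were no enzyme wells and a reference inhibitor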
Target sequence (P00352 whole entry, looked up): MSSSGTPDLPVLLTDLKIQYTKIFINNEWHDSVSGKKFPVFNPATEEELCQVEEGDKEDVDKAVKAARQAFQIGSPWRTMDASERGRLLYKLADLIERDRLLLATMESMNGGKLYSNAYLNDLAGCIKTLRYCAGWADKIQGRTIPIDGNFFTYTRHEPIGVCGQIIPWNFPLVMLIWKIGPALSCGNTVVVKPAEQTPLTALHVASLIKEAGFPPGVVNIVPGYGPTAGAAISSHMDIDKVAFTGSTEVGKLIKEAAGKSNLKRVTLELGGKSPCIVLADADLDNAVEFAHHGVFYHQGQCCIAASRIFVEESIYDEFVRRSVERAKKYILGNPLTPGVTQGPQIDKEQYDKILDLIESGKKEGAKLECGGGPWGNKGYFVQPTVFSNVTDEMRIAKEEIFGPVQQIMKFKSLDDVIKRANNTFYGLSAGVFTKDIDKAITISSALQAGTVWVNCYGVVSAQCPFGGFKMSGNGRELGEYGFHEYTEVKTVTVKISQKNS
Lamin A splicing: modulators of lamin A splicing; HeLa LMNA splicing GFP/RFP minigene ratio, 48 h; Potency, µM (series often up to 46.1 µM), for the others: at the top dose ratio change, negative = inhibition, usual class: inhibitors; 0.01% of 200,000 active; active = well fitted inhibition curve with a large enough effect in the signal ratio, with a control signal flat, not every such curve was filed as active; inconclusive = small, poorly fitted or top-dose-only effect, or effect the other way, or a change in a side signal; the % refers to the signal ratio; also: % is scaled to controls: 0 for no effect and ±100 for the full control effect
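S3 HeLa cells stably expressing lamin A-EGFP splicing minigene plus DsRed2, 600 cells/well, 48 h compound exposure at 37C. Laser-scanning cytometry; analysed as GFP (500-530 nm)/RFP (575-640 nm) total intensity ratio; 0.5% DMSO vehicle.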
TRb-SRC2 inh: TRbeta-SRC2 interaction inhibition. P10828. TRbeta-SRC2 peptide binding, fluorescence polarization; receptor liganded with 1 µM T3. Potency, µM (top dose mostly 106 µM), inactives show at the highest dose activity change, negative = inhibition, hits mostly inhibitors. 0.065% of 280,000 active. AID 1469;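 also: plate controls were bound peptide for no effect and peptide without receptor for full effect; nearly all actives have a fitted effect of over 50% in size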
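Human TRb LBD (0.6 uM) plus Texas Red-labeled SRC2 peptide (20 nM), 1uM T3, 5% DMSO, 5 hr at ambient temperature. Decreased polarization (555/632 nm) flags inhibition; data normalized to free and bound peptide controls.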
TexasRed fluor: Texas Red fluorescence interference in TRb-SRC2 counter-screen; TRb/SRC2 Texas Red total fluorescence interference; Potency, µM (series often up to 106 µM), for inactives: at the top dose fluorescence change, negative = quenching; 0.29% of 280,000 active; active = well fitted curve in either direction with a large enough effect; inconclusive = small, poorly fitted or top-dose-only effect; also: % is scaled to controls: 0 for no effect and ±100 for the full control effect
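Human TRβ ligand-binding domain (0.6 uM) and Texas Red SRC2 peptide (20 nM) in Tris buffer with 1 uM T3 and 5% DMSO were incubated with pinned compound for 5 hr at ambient temperature. Total fluorescence was computed as S + 2P (555/632 nm).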
GoLoco inh red: inhibitors of human Gai1-RGS12 GoLoco interaction (red fluorophore). 0.44% of 230,000 active. Potency, µM (series often up to 61.6 µM), for the others: at the top dose activity, negative = inhibition, usual class: inhibitors. Gai1:RGS12 GoLoco peptide FP, rhodamine, 10 min; active = well fitted inhibition curve with a large enough effect, not every such curve was filed as active; inactive = no such curve, though single readings can be large or run the other way; also: % is scaled to controls: 0 for no effect and ±100 for the full control effect; nearly all actives have a fitted effect of over 30% in size; many of its hits are not listed in these tables
Active calls of the source: *; i = inactive; ? = inconclusive; · = not tested or not shown; & = joins results of further samples; [ ] = remark or other dose. Unless noted, calls follow the shape of the dose curve; as a rule, active = well fitted curve in the direction sought with a large enough effect; inconclusive = small, poorly fitted or top-dose-only effect, or another doubt; inactive = no such curve, though single readings can be large; an effect the other way counts as inactive or inconclusive. Potency is read from the fitted curve at half-maximal effect. Only part of the results is shown (hit frequency here may not be typical).

Second line of a record: ALDH1A1 inh | RECQ1 helicase | TexasRed fluor | SMN2 splice enh | KDM4E inh | Lamin A splicing | TRb-SRC2 inh | GoLoco inh red
1) C=C(C)COc1ccc(-c2[nH]ncc2-c2ccc(OC)c(OC)c2)c(O)c1
    -1% | -14% | -5% | -51%[inhibitor] | ? | ? | 4% | -8%
2) CN1C(C)(C)CCCC1(C)C
    1% | -8% | -3% | 0% | 1% | -9%&-7% | 2% | 8%
3) Cc1ccccc1-n1c(=O)c(C#N)cc2c(=O)n3ccccc3nc21
    ? | -3% | -4% | 7% | ? | 2% | -19% | 21%
4) Cc1ccc(C(=O)OCC(=O)NCc2ccc3c(c2)OCO3)s1
    ? | -9% | 1% | 6% | 4% | 8% | -16% | 3%
5) COc1cccc(/C(O)=C2/C(=O)C(=O)N(c3cc(C)on3)C2c2cccs2)c1 (stereo not drawn)
    -7% | -8% | -2% | -7% | 4% | 21% | -3% | 2%
6) N#C/C(=C\C1CC2C=CC1C2)c1nc2ccccc2[nH]1 (stereo not drawn)
    ? | -3% | -5% | -39%[inhibitor] | ? | ? | -4% | 66%[activator]
7) O=C(CCN1C(=O)c2ccccc2C1=O)NCc1ccncc1
    -9% | -17% | -5% | 8% | 5% | -2% | -1% | 4%
8) Cc1ccc(C(=O)Nc2c(C)n(C)n(-c3ccccc3)c2=O)cc1S(=O)(=O)N1CCOCC1
    8% | 0% | -4% | -8% | 4% | 1% | -2% | 5%
9) COCCn1nnnc1CN1CCC(O)(c2cccc(C(F)(F)F)c2)CC1
    -11% | -11% | -1% | -10% | -10% | 5% | 6% | 9%
10) NNC(=O)CSCc1nc(-c2ccccc2)cs1
    -4% | -16% | -2% | · | 4% | ? | -2% | 5%
11) O=C(Nc1ccc2nc[nH]c2c1)c1ccco1
    1% | -14% | -4% | 8% | 3% | 13% | 0% | -3%
12) CN1CCN(CCC(=O)Nc2ccc3c(c2)OCO3)CC1
    7% | -7% | 1% | 4% | -14% | -3% | -18% | 1%
13) COc1cc2c(cc1OC)C(c1ccccc1)CC2=O (stereo not drawn)
    · | -6% | -1% | · | ? | · | -1% | -17%
14) c1ccc(Sc2cnc3ccccc3n2)cc1
    -11% | i | -1% | 11% | -6% | 1% | -22% | -1%
15) COC(=O)NC(c1cccc(C)c1)[C@]1(C(C)=O)CCOC1=O (stereo partly drawn)
    ? | 14%[11.5 µM] | -1%[11.2 µM] | · | · | · | -5%[11.2 µM] | ·
16) CCn1c(NCCCO)nc2c(c1=O)C(C)(CC)Cc1ccccc1-2 (stereo not drawn)
    ? | i | -5% | · | ? | · | 9% | 6%
17) C/C(=N/NC(=O)CNC(=O)/C=C/c1ccco1)c1ccc(Cl)cc1
    ? | -2% | 1% | · | 4% | · | -3% | 15%
18) CCCN1C(=O)c2cc(C(=O)Nc3ccc(OC)c(OC)c3)ccc2C1Nc1ccc(OC)c(OC)c1 (stereo not drawn)
    ? | -12% | -3% | -20% | -4% | 19%[46 µM] | -15% | -1%
19) C=C(C)C(=O)N1CC2(CC(c3cccc(NC(=O)COc4ccc(Cl)cc4)c3)=NO2)C[C@@H]1C(N)=O (stereo partly drawn)
    · | -10% | -1% | · | 7% | · | -1% | -2%
20) NC(=O)CC1NC(=O)c2ccccc21 (stereo not drawn)
    14% | -16% | 1% | -7% | 15% | 5% | -2% | 2%
21) Cc1cc(NC(=O)CSc2nnc(-c3ccccc3)n2C)no1
    3% | 0% | 2% | · | 5% | -11%[9.22 µM] | 4% | -2%
22) COc1ccc(OC)c(S(=O)(=O)N(C)CC(=O)N2CCN(c3ccccc3)CC2)c1
    4% | -7% | -1% | -13% | -4% | 1% | -8% | 0%
23) CSC(=Nc1cccc(C)c1)NC#N
    2% | i | -1% | -25% | 0% | 0% | -3% | -5%
24) CC/C(=N\N=C1\SC(C)C(=O)N1Cc1ccco1)c1ccccc1 (stereo not drawn)
    -12% | i | 2% | -20% | 4% | -22% | 0% | -22%
25) CCOc1cc(/C=N/Nc2nn3cnnc3c3ccccc23)ccc1O
    · | -24% | -13% | · | 12% | · | -2% | 6%
26) NC1=NC(=Nc2ccc(S(=O)(=O)N3CCOCC3)cc2)c2ccccc21
    · | 3% | -2% | · | -11% | · | 7% | -5%
27) CS(=O)(=O)N1CCC(C(=O)Nc2ccc3c(c2)OCO3)CC1
    10% | i | 1% | 3% | 4% | 11% | -11% | 7%
28) COc1ccc(NC(=O)CC2(Cc3ccccc3)CCOC(C)(C)C2)cc1 (stereo not drawn)
    -5% | -1% | -1% | -1% | 1% | -2% | 3% | -4%
29) COc1ccc(N2CCN(C(CNC(=O)C(=O)NCCc3c[nH]c4ccccc34)c3ccco3)CC2)cc1 (stereo not drawn)
    -3% | 0% | 1% | -5%[1.84 µM] | -8% | -9% | 2% | -9%
30) CCOc1ccccc1NC(=O)CSc1nnc(-c2ccco2)n1Cc1ccco1
    ? | -12% | 0% | 2% | -1% | ? | 8% | 36%[activator]
31) O=C(CCCSc1nc2ccccc2s1)Nc1nccs1
    16µM* | -6% | -1% | -7% | -6% | -1% | -8% | -8%
32) Cc1cccc(NC(=S)NNC(=O)CCn2nc(C)c([N+](=O)[O-])c2C)c1
    ? | -1% | 0% | -3% | 7% | 1% | -7% | 7%
33) CCn1cc([N+](=O)[O-])c(C(=O)N2N=C(c3ccc(O)c(OC)c3)CC2c2ccccc2O)n1 (stereo not drawn)
    -7% | -8% | -1% | 22% | -8% | ? | -5% | 44%[activator]
34) COc1ccc(C(=O)c2ncc(C(F)(F)F)cc2Cl)cc1
    3% | 1% | -1% | 7% | -6% | · | -3% | 1%
35) Cc1nnc(NC(=O)NC(C)N2C(=O)C3C4C=CC(C4)C3C2=O)s1 (stereo not drawn)
    -1% | i | -2% | 9% | 4% | 3% | -5% | 4%
36) COc1ccc(C)cc1NC(=O)CNc1ccc(C(C)=O)cc1
    ? | 5% | -7% | -7% | -8% | -10% | 2% | -13%
37) CCCCn1c(N)c(NCc2ccccc2OC)c(=O)[nH]c1=O
    ? | i | -4% | 15% | ? | ? | 3% | -14%
38) CC(C)c1ccc(Oc2cccc(C(=O)/C(C#N)=C/N(C)C)c2)cc1
    -10% | -4% | -4% | 8% | -2% | 14% | -4% | 9%
39) CC(C)CC(=O)Nc1sc2c(c1C(=O)O)CCCCC2
    -7% | 15% | 0% | -4% | 6% | 7%[46 µM] | 2% | 6%
40) N#CCCn1nc(-c2ccccc2)cc1Nc1ccccc1NC(=O)C(F)(F)F
    11% | -10% | 0% | -8% | 0% | -15% | -9% | -5%
41) CCOC(=O)C1CCN(C(=O)Nc2ccccc2Cl)CC1
    -10% | -4% | 0% | · | -6% | -2% | -11% | ·
42) O=C(Cn1c2ccccc2c2nc3n(c(=O)c21)CCS3)Nc1ccccc1C(F)(F)F
    2% | -10% | 0% | -21% | ? | · | 0% | 15%
43) CC(=O)C1=C(O)CC(C)(C)CC1=NCCc1nc2ccccc2[nH]1
    4% | 6% | -1% | -14% | 1% | -1%[9.22 µM] | 1% | 6%
44) c1nc(COc2nsnc2N2CCOCC2)cs1
    ? | 4% | -3% | 2% | -1% | 11% | -26% | -25%
45) CC(C)c1ccc(NC(=O)CCN2C(=O)c3ccc([N+](=O)[O-])cc3C2=O)cc1
    3% | -3% | -2% | · | 9% | 7% | 1% | ·
46) O=C(O)CSc1ccc(NC(=O)Nc2ccccc2F)cc1
    · | 7% | 3% | · | 2% | · | -1% | 5%
47) Cc1nc2ccccc2c(=O)n1NS(C)(=O)=O
    11% | -4% | -4% | -5% | 4% | -1% | 4% | 8%
48) O=C(COc1ccc(Cl)cc1)Nc1ncccn1
    4% | -11% | 1% | 8% | -3% | 1% | -14% | 12%
49) CCOC(=O)/C(C#N)=C1/SC(C)C(=O)N1c1ccc(Br)cc1 (stereo not drawn)
    2% | -5% | 4% | -6% | -1% | 5% | 7% | 10%
50) CCCCc1c(C(=O)O)cc(OC)cc1C(=O)O
    -9% | -3% | -1% | -21% | -1% | 6% | 3% | 0%
51) CC(=O)Nc1ccc(OCC(=O)c2ccc(C)cc2C)cc1
    -9% | 4% | -1% | 17% | -4% | -1% | 0% | 7%
52) O=C(CN1C(=O)NC2(CCCCC2)C1=O)NCCC1=CCCCC1
    -8% | i | -2% | -47%[inhibitor] | 1% | -5% | 0% | 5%
53) O=C(C[n+]1cccc(NC(=O)c2ccccc2)c1)c1cccc([N+](=O)[O-])c1
    9.5µM* | -10% | 1% | -5% | 5% | · | 3% | 13%
54) Cc1cc(C(F)(F)F)nn1CCCNC(=O)c1cnccn1
    10% | 2% | 1% | 21% | 12% | -1% | 9% | 2%
55) CCOC(=O)Cc1c(C)nc(-c2ccccc2)[nH]c1=O
    16% | i | -7% | -6% | 5% | 8% | 1% | -7%
56) C#Cc1ccc([C@@H]2C=C(C(=O)O)O[C@H](OCc3ccc(CO)cc3)C2)cc1
    -13% | -27% | 0% | · | -24% | · | -1% | 4%
57) CC1(c2nnc(-c3ccncc3)o2)CC(c2ccc(F)cc2)=NO1 (stereo not drawn)
    · | i | 0% | · | -8% | · | -7% | 1%
58) N#C/C(C(=O)N1CCOCC1)=c1/s/c(=C\c2ccccn2)c(=O)n1-c1ccccc1
    -1% | i | 0% | 3% | -5% | 2%[46 µM] | -1% | -2%
59) O=C(NC1CC2CCCC(C1)N2Cc1cccs1)N1CCOCC1 (stereo not drawn)
    17% | -1% | -2% | 0% | 0% | 13% | -1% | 4%
60) O=C(Nc1cccc2cccnc12)c1cccc(N2C(=O)CCC2=O)c1
    -8% | i | -3% | -10% | 3% | 0% | -12% | 3%
61) CCc1nc2ccccc2c(C(=O)NCc2ccc(OC)cc2)c1C
    ? | 0% | -1% | 13% | 6% | -6%[46 µM] | -2% | 22%
62) Cc1ccc(OCCCC(=O)NC(C)c2ccccc2)c(C)c1 (stereo not drawn)
    ? | i | -11% | -2% | -2% | · | -1% | 20%
63) COc1ccc2c(c1)C(=O)[C@H](OC(=O)Nc1ccc(C)c(Br)c1)[C@@H](c1ccc(OC)c(Br)c1)O2
    -3% | -1% | 0% | -11% | -11% | · | 5% | 2%
